Source: PubChem BioAssay
TDP1 inh: blocks human tyrosyl-DNA phosphodiesterase 1 | Q9NUW8 | recombinant TDP1, AlphaScreen DNA substrate cleavage | Potency, µM (doses to about 130 µM), without a hit: at the highest dose activity change, negative = inhibition, most hits filed as inhibitors | 350,000 compounds, 0.28% hits; also: nearly all actives have a fitted effect of over 40% in size
Target sequence (Q9NUW8 whole entry, looked up): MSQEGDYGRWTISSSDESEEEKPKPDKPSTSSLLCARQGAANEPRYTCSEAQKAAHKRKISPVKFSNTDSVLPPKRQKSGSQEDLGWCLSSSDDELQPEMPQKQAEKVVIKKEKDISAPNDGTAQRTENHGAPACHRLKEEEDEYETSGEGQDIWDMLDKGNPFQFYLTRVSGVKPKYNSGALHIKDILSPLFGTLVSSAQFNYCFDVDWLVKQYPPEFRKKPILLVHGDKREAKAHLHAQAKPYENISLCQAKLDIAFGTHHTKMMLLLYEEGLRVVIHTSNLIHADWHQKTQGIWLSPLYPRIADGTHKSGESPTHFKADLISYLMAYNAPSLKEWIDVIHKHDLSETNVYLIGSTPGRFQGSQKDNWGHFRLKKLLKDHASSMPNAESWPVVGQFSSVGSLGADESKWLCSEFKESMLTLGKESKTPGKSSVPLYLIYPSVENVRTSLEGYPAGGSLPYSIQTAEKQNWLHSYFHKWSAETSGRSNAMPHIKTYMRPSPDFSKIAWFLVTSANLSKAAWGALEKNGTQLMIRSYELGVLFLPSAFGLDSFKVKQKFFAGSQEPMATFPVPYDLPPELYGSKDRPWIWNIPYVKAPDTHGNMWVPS
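Recombinant human Tdp1 (E. coli-expressed, 1 nM final) preincubated with compounds 15 min at room temperature, then 5'-biotin/3'-phosphotyrosine-FITC DNA substrate (15 nM final) added for 5 min. AlphaScreen beads (10 ug/ml final) added 10 min; cleavage lowers signal.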
TDP1 cell noCPT: qHTS for Inhibitors of human tyrosyl-DNA phosphodiesterase 1 (TDP1): qHTS in cells in absence of CPT; Potency, µM (top dose mostly 46.2 µM), for the others: top-dose activity change, negative = growth inhibition, hits mostly inhibitors; 420,000 compounds, 15% hits; DT40 Tdp1-/- hTDP1 cells, no CPT, ATP luminescence, 48 h; also: nearly all actives have a fitted effect of over 55% in size
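Growth of hTDP1-complemented DT40 Tdp1-knockout cells is measured by ATP luminescence after at least 48 hr compound exposure at 37 °C, with DMSO substituting for the 20 nM CPT used in the parallel screen.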
TDP1 cell CPT: growth inhibition of DT40 Tdp1-/-;hTDP1 cells with camptothecin (screen for TDP1 inhibitors) | chicken DT40 Tdp1-/-;hTDP1 cells + 20 nM CPT, ATP luminescence, 48 h | Potency, µM (doses to about 46.2 µM), for inactives: top-dose activity change, negative = growth inhibition, usual class: inhibitors | 420,000 compounds, 12% hits | AID 686979; also: nearly all actives have a fitted effect of over 55% in size
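Chicken DT40 Tdp1-/- cells complemented with human TDP1, 400 cells/well, exposed to compounds plus 20 nM camptothecin for at least 48 h at 37 C; viability read as ATP content by CellTiter-Glo luminescence.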
* = called active by the depositor; ? = inconclusive; . = not tested or not shown; & = joins results of further samples; [ ] = dose if it differs, or a comment. Calls follow the shape of the dose curve; as a rule, active = well fitted curve in the direction sought with a large enough effect; inconclusive = small, poorly fitted or top-dose-only effect, or another doubt; inactive = no such curve, though single readings can be large; an effect the other way counts as inactive or inconclusive. % is scaled to controls: 0 for no effect and ±100 for the full control effect; potency is read from the fitted curve at half-maximal effect.

SMILES	TDP1 inh	TDP1 cell noCPT	TDP1 cell CPT
NC(CP(=O)(O)O)C(=O)O (configuration not stated)	13%[56.1 µM]	-4%	-2%
COC(=O)C1=C(c2ccc(OC)c(OC)c2)C[C@@H]2CC[C@H]1N2C(=O)NCCOc1ccccc1Cl	1%	?	?
CC(=NCCc1c[nH]c2ccccc12)c1c(O)n(Cc2ccccc2)c(=O)[nH]c1=O	3%	8.2µM*	7.3µM*
Clc1ccc([C@@H]2C[C@H]3CC[C@@H]2N3)cn1	-6%[56.1 µM]	-13%[92.5 µM]	-12%[92.5 µM]
COc1ccc(CCNC2CCCCC2)cc1OC	1%	11%	16%
CC(N)Cc1c[nH]c2c1ccc1ccccc12 (configuration not stated)	.	-25%	?
Cc1ccc(-c2nc3ccccc3c(=O)n2-c2ncccc2C)cc1	1%	?	-22%
O=[N+]([O-])c1ccc(N2CCOCC2)c2cccnc12	6%	?	-6%
O=C(c1ccc(Cl)cc1)C1CCCN(Cc2cccc3cnccc23)C1 (configuration not stated)	0%	6.5µM*	21µM*
CCOP(=O)(OCC)C1(O)C(=O)Nc2ccccc21 (configuration not stated)	0%	-12%	-4%
Cc1ccc(S(=O)(=O)N(C)C[C@H]2Oc3cc(Br)ccc3S(=O)(=O)N([C@H](C)CO)C[C@@H]2C)cc1	.	9%	12%
COC(=O)C1=C(c2ccc(F)cc2OCc2ccccc2)C[C@@H]2CC[C@H]1N2C(=O)N1CCC(O)CC1	1%	?	?
Cn1cc(C(=O)OCC(=O)NC2CCCC2)c2ccccc21	2%	-22%	-13%
Nc1ccc(CC2=NCCN2)cc1	.	-2%	-7%
CC(=O)N1N=C2C3CCN(CC3)C2C1c1ccc(C)cc1 (configuration not stated)	-3%	1%	3%

Grouped by structure, those above containing a Cl atom
SMILES	TDP1 inh	TDP1 cell noCPT	TDP1 cell CPT
COC(=O)C1=C(c2ccc(OC)c(OC)c2)C[C@@H]2CC[C@H]1N2C(=O)NCCOc1ccccc1Cl	1%	?	?
Clc1ccc([C@@H]2C[C@H]3CC[C@@H]2N3)cn1	-6%[56.1 µM]	-13%[92.5 µM]	-12%[92.5 µM]
O=C(c1ccc(Cl)cc1)C1CCCN(Cc2cccc3cnccc23)C1 (configuration not stated)	0%	6.5µM*	21µM*

2 of these compounds, set out differently:
Clc1ccc([C@@H]2C[C@H]3CC[C@@H]2N3)cn1
  TDP1 inh: -6%[56.1 µM]; TDP1 cell noCPT: -13%[92.5 µM]; TDP1 cell CPT: -12%[92.5 µM]
COc1ccc(CCNC2CCCCC2)cc1OC
  TDP1 inh: 1%; TDP1 cell noCPT: 11%; TDP1 cell CPT: 16%

Other structures.
SMILES	TDP1 inh	TDP1 cell noCPT	TDP1 cell CPT
COc1cc(OC)c(OC)cc1/C=C1/C(=O)NC(=O)N(Cc2ccccc2)C1=O	-5%	?	-1%
Cc1c(C(C)(C)C)s/c(=N/S(=O)(=O)c2ccccc2)n1C	3%	?	?
CCN(CC)c1ccc(/C=C2\C(=O)NC(=O)N(Cc3ccco3)C2=O)cc1	-14%	-28%	1%
CC12CCC3C(CC=C4CC(O)CCC43C)C1CC(=CN1CCOCC1)C2=O (configuration not stated)	.	-13%	2%
CC(=O)OCC12CC(OC(=O)CC(C)C)C(C)=CC1OC1C(O)C(OC(C)=O)C2(C)C12CO2 (configuration not stated)	.	0.023µM*	0.023µM*
CCOC(=O)c1ncn2c1CN(C)C(=O)c1cc(F)ccc1-2	11%[56.1 µM]	-19%&-11%&0%	?
CC(C)C12CN3CCN(CC(C3)C1O)C2 (configuration not stated)	4%	-7%	-10%
COC(=O)C1=C(c2ccccc2OCc2ccccc2)C[C@@H]2CC[C@H]1N2C(=O)NC1CCN(Cc2ccccc2)CC1	4%	23µM*	?
CCOC(=O)C1CCN(/C=C2\C(=O)NC(=S)N(CC)C2=O)CC1	1%	11%	-6%
CCCCNC(C)(C)[P+](=O)O	.	7%	-4%
COc1ccc(C2NCc3ccc4c(c3-n3cccc32)OCO4)cc1O (configuration not stated)	9%	4.6µM*	4.1µM*
CN1C(=O)C(=Cc2cn(CC(=O)N3CCCC3)c3ccccc23)C(=O)N(C)C1=O	11%	-7%	-8%
CC1OC(NCCc2ccccc2)C(O)C(O)C1O (configuration not stated)	2%[56.1 µM]	5%	-4%
O=c1[nH]c(=O)n(-c2cccc(Cl)c2)c(O)c1C=NCCN1CCCCC1	9%	-14%	0%
C[C@H]1C[C@H]2[C@@H]3CCC4=CC(=O)C=C[C@]4(C)[C@@]3(F)[C@@H](O)C[C@]2(C)[C@@]1(O)C(=O)CCl	.	0.053µM*	-97%
C(=NC12CN3CN(CN(C3)C1)C2)c1cccs1	2%	-14%	?
Oc1cc(Cl)cc(Cl)c1Cl	1%&6%	-3%	?
O=S(=O)(O)c1cc(O)ccc1O	-11%[56.1 µM]	2%	-1%
CC(C)c1ccc(-n2c(O)c(C=NCCN3CCNCC3)c(=O)[nH]c2=S)cc1	.	-15%	4%
COC(=O)C1=C(c2ccc(OC)c(OC)c2)C[C@@H]2CC[C@H]1N2C(=O)NCc1cc(C)oc1C(F)(F)F	1%	-23%	-8%
CCOP(=O)(OCC)C(O)c1ccc(OC)c(OC)c1 (configuration not stated)	0%	-3%	0%
CCOc1ccc(-c2nnc3ccc(SC)nn23)cc1	0%	?	?
COC(=O)C1=C(C(=O)OC)C2c3ccccc3C1c1ccccc12	.	?	?
C1=C(c2ccccc2)CCNC1	.	-4%	-2%
CC[C@]1(O)CC[C@H]2[C@@H]3CCC4=CCCC[C@@H]4[C@H]3CC[C@@]21C	.	5.3µM*	7.5µM*
O=c1[nH]c(=S)n(C2CC2)c(O)c1C=Nc1cccc(C(F)(F)F)c1	3%	?	?
CCOP(=O)(OCC)c1nc(-c2ccc(Br)cc2)oc1N1CCCCC1	.	8.2µM*	10µM*
Cc1ccccc1OCC(=O)Nc1ccccc1C(=O)OCc1cc(=O)n2nc(C3CC3)sc2n1	1%	1.6µM*	1.6µM*
CCCCCCn1c(O)c(C=NCCN2CCOCC2)c(=O)[nH]c1=O	1%	-26%	-6%
COc1ccc(OCC(=O)N2CCCC(N3CCN(c4ccccc4C)CC3)C2)cc1 (configuration not stated)	5%	21µM*	16µM*

Reprinted at random: 3 records from the list
SMILES	TDP1 inh	TDP1 cell noCPT	TDP1 cell CPT
O=S(=O)(O)c1cc(O)ccc1O	-11%[56.1 µM]	2%	-1%
C1=C(c2ccccc2)CCNC1	.	-4%	-2%
CCCCCCn1c(O)c(C=NCCN2CCOCC2)c(=O)[nH]c1=O	1%	-26%	-6%

The listing continues.
SMILES	TDP1 inh	TDP1 cell noCPT	TDP1 cell CPT
O/N=C1\CCC2CN(C3CCCCC3)CC2C1 (configuration not stated)	4%	-29%	2%
C=CCn1c(O)c(C(CC)=Nc2ccc3c(c2)CCC3)c(=O)[nH]c1=O	.	?	?
O/N=C1/C(=C\c2ccccc2)N2CCC1CC2	3%	-26%	?
S=C(NCCc1ccccc1)N1Cc2cc(N3CCOCC3)ccc2-n2nncc2C1	.	?	?
Cc1ccccc1-n1c(/C=C/c2ccc(O)cc2)nc2ccccc2c1=O	0%[12.3 µM]	5.8µM*	9.2µM*
CCOc1ccc2nc(N3CCC(C(=O)Nc4ccc(Br)cc4F)CC3)sc2c1	-3%	13µM*	12µM*
COc1ccc(-n2c(O)c(C(C)=NCC3CCCO3)c(=O)[nH]c2=O)cc1 (configuration not stated)	11%	6%	3%
CN1CCc2nc3sc(C(=O)NC(C)(C)C)c(N)c3cc2C1	2%	-4%	5%
O=P(O)(O)/C=C(\Cl)c1ccccc1	1%	7%	-16%
CC(=NCc1ccco1)c1c(O)n(-c2ccc(Cl)cc2)c(=O)[nH]c1=O	3%	?	1%
COc1ccc(NC(=O)c2cc([N+](=O)[O-])ccc2N2CCNCC2)cc1	0%	?	-3%
C=CCN(CC(=O)c1sc(C(=O)OCC)nc1C)c1cccc(Br)c1	.	?	?
O=C(O)c1cccc(NC(=O)N2C[C@H]3C[C@@H](C2)c2cccc(=O)n2C3)c1	.	9%	41%[activator]
Cc1cccc(C)c1Oc1nc(-c2ccccc2)ncc1S(=O)(=O)c1ccccc1	-3%	18µM*	?
CC(=O)C1CCC2C3CCC4CC(O)CCC4(C)C3CC(O)C12C (configuration not stated)	10%[56.1 µM]	-22%	11%
Cc1ccc(-n2c(=S)[nH]c3ccc(C)cc3c2=O)cc1	.	-14%	?
COC(=O)c1ccc(S(=O)(=O)N2CCCN(Cc3ccccc3)CC2)n1C	1%	?	?
O=c1c2ccccc2nc(-c2ccccc2)n1-n1cccc1	-2%	?	-19%
COc1ccc(NC(=O)N2Cc3ccccc3-n3nncc3C2)cc1	.	-17%	-23%
O=C(Nc1ccc2c(c1)OCCO2)c1cccn(Cc2cccc(F)c2)c1=O	3%	23µM*	21µM*
CC(=O)OC1C(=O)[C@]2(C)C(O)CC3OC[C@]3(OC(C)=O)C2[C@@H](OC(=O)c2ccccc2)[C@]2(O)CC(O)C(C)=C1C2(C)C (some centres not stated)	11%[56.1 µM]	3.7µM*	?
O=c1[nH]c(O)c(/C=C2\C=NN=C2c2ccccc2)c(=O)[nH]1	-9%	-12%	?
COc1ccc(S(=O)(=O)N2CC3CC(C2)c2cccc(=O)n2C3)cc1 (configuration not stated)	0%	2%	3%
c1ccc(Cc2nn3c(Cn4cnc5ccccc54)nnc3s2)cc1	7%	23µM*	?
CCNc1nc(NC(C)C)nc(NS(=O)(=O)c2ccc(Cl)cc2)n1	2%	?	?
CCOc1cc2c(cc1OCC)-n1cccc1C(c1cccc([N+](=O)[O-])c1)NC2 (configuration not stated)	.	18µM*	23µM*
O=C(C1CCN(S(=O)(=O)c2ccc(Br)s2)CC1)N1CCN(c2cccc(C(F)(F)F)c2)CC1	2%	6.5µM*	23µM*
Cc1cccc(C)c1OP(N)(=O)OCC(F)(F)F (configuration not stated)	1%	14%	2%
CN1CCN(C(=O)COc2ccc(S(=O)(=O)N(C)Cc3ccccc3)cc2)CC1	0%	-18%	9%
Nc1cc(C(=O)Nc2ccccc2F)ccc1N1CC2CC(C1)c1cccc(=O)n1C2 (configuration not stated)	.	?	?
COc1ccc(NC(=O)CN2C(=O)C(C)N=C(c3ccccc3)c3ccccc32)cc1OC (configuration not stated)	2%	-20%	3%
FC(F)(F)c1cccc(C2NCc3ccccc3-n3cccc32)c1 (configuration not stated)	.	?	-21%
CN1C(=O)NC(=O)C(C)(C2=CCCCC2)C1=O (configuration not stated)	8%	-7%&-6%&-12%	-9%&16%&-4%
COCCNC(=O)c1c(NC(=O)c2ccco2)n(Cc2ccccc2)c2nc3ccccc3nc12	0%	21µM*	?
Cc1ccccc1CCNCc1cc2cccc(C)c2[nH]c1=O	-8%	16µM*	16µM*
CCCCCCn1c(O)c(C=NC2CCN(Cc3ccccc3)CC2)c(=O)[nH]c1=O	1%	10µM*	21µM*
COc1ccc(NC(=O)[C@@H](NC(=O)N2C[C@H]3C[C@@H](C2)c2cccc(=O)n2C3)C(C)C)cc1	.	2%	12%
COC(=O)[C@@H](N)CCCN=C(N)N[N+](=O)[O-]	9%	-4%&1%	0%&24%
O=c1c2ccccc2nc(CSc2ncnc3nc[nH]c23)n1-c1ccccc1	5%	-18%	-22%
COCCCNC(=O)c1c(N)n(Cc2ccco2)c2nc3ccccc3nc12	3%	26µM*	?
O=P1(NCCCl)OCCCN1CCCl (configuration not stated)	4%[56.1 µM]	5%	-22%
Cn1c(O)c(C=NCCN2CCNCC2)c(=O)[nH]c1=O	.	-9%	23%
OCC[N+]12CCC(CC1)C(C(O)(c1ccccc1)c1ccccc1)C2 (configuration not stated)	3%	-1%	7%
O=C(CCCCCn1c(=S)[nH]c2ccccc2c1=O)N1CCC2(CC1)OCCO2	6%	-21%	-28%
CC(=NCCc1ccccc1)c1c(O)n(C)c(=O)n(C)c1=O	.	-27%	-22%
CN1CC(C(=O)c2ccc(Cl)cc2)C(c2ccc(N(C)C)cc2)C1 (configuration not stated)	5%	?	21µM*
Cc1ccc(CN2Cc3ccc(Br)cc3-n3nncc3C2)cc1	.	?	?

These rows are one share of the data; count on the stated rates, not on these rows.
